Screening data from PubChem.
JMJD2E inh: inhibitors of human JMJD2E histone demethylase; B2RXH2; JMJD2E catalytic domain, FDH-coupled NADH fluorescence (FDH is formaldehyde dehydrogenase); Potency, µM (doses to about 57.1 µM), without a hit: at the highest dose activity change, negative = inhibition, hits mostly inhibitors; 1.6% of 230,000 active; AID 2147; active means well fitted inhibition curve with a large enough effect, not every such curve was filed as active; inconclusive means small, poorly fitted or top-dose-only effect, or another doubt; inactive means no such curve, though single readings can be large or run the other way;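 further: 0% = wells with enzyme and -100% = buffer wells without enzyme; nearly all actives have a fitted effect of over 50% in size; many of its hits are not listed in these tables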
aGal spleen mod: inhibits or activates alpha-galactosidase in human spleen homogenate; P06280; human spleen homogenate, 4MU-alpha-Gal fluorescence, 40 min; Potency, µM (series often up to 80 µM), inactives show at the top dose activity change, negative = inhibition, actives largely listed as inhibitors; 0.008% of 240,000 active; AID 2107;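 further: 0% = enzyme with vehicle and -100% = no enzyme basal signal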
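Human spleen homogenate (1 ug) was the enzyme source, with 4-methylumbelliferyl-alpha-D-galactopyranoside (1 mM final) in pH 5.0 citrate buffer with 0.01% Tween-20. Compounds were titrated; after 40 min at 37C, NaOH/glycine stop, 4-MU fluorescence read; AC50 from Hill fits.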
GAA glycogen mod: alters human alpha-glucosidase cleavage of glycogen; 0.38% of 300,000 active; recombinant GAA, glycogen substrate, Amplex Red glucose oxidase fluorescence; Potency, µM (titrated, usually from 76.4 µM), inactives show at the top dose activity change, negative = inhibition, usual class: inhibitors;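 further: 0% = full enzyme reaction and -100% = no-enzyme basal signal; the screen sought inhibitors and activators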
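Natural-substrate format: glycogen cleavage by 4 nM human enzyme, glucose read by Amplex Red coupling (Ex 573, Em 610 nm). Normalized to enzyme and no-enzyme controls.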
SMN2 splice up: increases expression of the SMN2 splice variant; HEK293 SMN2-luciferase splicing reporter, luminescence, 30-36 h; Potency, µM (top dose mostly 46.1 µM), without a hit: at the top dose activity change, positive = activation, hits mostly activators; AID 1458; 2.8% of 210,000 active; further: % of control where 0% means no effect; nearly all actives have a fitted effect of over 55% in size
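qHTS luciferase splicing reporter: luminescence rises when SMN2 exon 7 is included in transfected HEK293 cells. Compound exposure lasted 30-36 h at 37C, with 4.5 mM final sodium butyrate as control, followed by a ONE-Glo read.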
GAA inh: inhibitors of human lysosomal alpha-glucosidase; purified human GAA, 4-MU-alpha-glucoside fluorescence; Potency, µM (highest dose often 76.9 µM), for the others: at the highest dose activity change, negative = inhibition, most hits filed as inhibitors; 0.005% of 200,000 active; AID 1466;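 further: plate controls were uninhibited enzyme wells for no effect and no-enzyme background for full effect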
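Human enzyme at 4 nM with 400 uM 4-methylumbelliferyl-alpha-D-pyranoside, citrate/phosphate buffer pH 5.0, 0.005% Tween-20, 20 min at room temperature. Compounds up to 77 uM. 4-MU fluorescence (Ex 365/Em 440) read after NaOH/glycine stop; AC50 from Hill fit.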
GAA spleen mod: lysosomal alpha-glucosidase (human) modulation; P10253; Potency, µM (doses to about 79.9 µM), for the others: at the top dose activity change, negative = inhibition, actives largely listed as inhibitors; human spleen homogenate, 4-MU-alpha-glucoside fluorescence; 0.006% of 240,000 active;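 further: 0% = enzyme with vehicle and -100% = no enzyme basal signal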
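Human spleen homogenate (1 ug) with 4-methylumbelliferyl-alpha-D-glucopyranoside (1 mM final) in 50 mM citrate/phosphate pH 5.0, 0.01% Tween-20; 40 min at 37 C. Stopped at pH 10; 4-MU fluorescence Ex 365/Em 440 nm; AC50 by Hill fit.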
GoLoco inh red: blocks human Gai1 binding to RGS12 GoLoco peptide, red readout; 0.44% of 230,000 active; AID 880; Gai1:RGS12 GoLoco peptide FP, rhodamine, 10 min; Potency, µM (titrated, usually from 61.6 µM), for inactives: at the top dose activity, negative = inhibition, most hits filed as inhibitors; active means well fitted inhibition curve with a large enough effect, not every such curve was filed as active; inactive means no such curve, though single readings can be large or run the other way; further: on the % scale 0 is the no-effect control and ±100 the full control effect; nearly all actives have a fitted effect of over 30% in size; many of its hits are not listed in these tables
Target sequence (P63096 whole entry, looked up): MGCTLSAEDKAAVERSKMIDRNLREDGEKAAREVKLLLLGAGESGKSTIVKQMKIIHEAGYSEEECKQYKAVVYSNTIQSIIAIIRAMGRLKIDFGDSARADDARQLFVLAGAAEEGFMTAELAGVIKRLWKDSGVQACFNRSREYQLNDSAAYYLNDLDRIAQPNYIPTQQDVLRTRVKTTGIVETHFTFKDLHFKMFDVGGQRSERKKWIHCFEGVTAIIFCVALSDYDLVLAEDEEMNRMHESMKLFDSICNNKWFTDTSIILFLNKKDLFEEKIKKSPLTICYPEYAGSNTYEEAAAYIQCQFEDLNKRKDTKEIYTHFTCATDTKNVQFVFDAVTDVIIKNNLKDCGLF
ALDH1A1 inh: ALDH1A1 (human) enzyme inhibition; Potency, µM (series often up to 75.3 µM), inactives show top-dose activity, negative = inhibition, hits mostly inhibitors; AID 1030; P00352; Purified ALDH1A1, NADH fluorescence, propionaldehyde substrate; 7.3% of 220,000 active; active means well fitted inhibition curve with a large enough effect, not every such curve was filed as active; inconclusive means small, poorly fitted or top-dose-only effect, or another doubt; inactive means no such curve, though single readings can be large or run the other way;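 further: plate controls were no enzyme wells and a reference inhibitor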
Target sequence (P00352 whole entry, looked up): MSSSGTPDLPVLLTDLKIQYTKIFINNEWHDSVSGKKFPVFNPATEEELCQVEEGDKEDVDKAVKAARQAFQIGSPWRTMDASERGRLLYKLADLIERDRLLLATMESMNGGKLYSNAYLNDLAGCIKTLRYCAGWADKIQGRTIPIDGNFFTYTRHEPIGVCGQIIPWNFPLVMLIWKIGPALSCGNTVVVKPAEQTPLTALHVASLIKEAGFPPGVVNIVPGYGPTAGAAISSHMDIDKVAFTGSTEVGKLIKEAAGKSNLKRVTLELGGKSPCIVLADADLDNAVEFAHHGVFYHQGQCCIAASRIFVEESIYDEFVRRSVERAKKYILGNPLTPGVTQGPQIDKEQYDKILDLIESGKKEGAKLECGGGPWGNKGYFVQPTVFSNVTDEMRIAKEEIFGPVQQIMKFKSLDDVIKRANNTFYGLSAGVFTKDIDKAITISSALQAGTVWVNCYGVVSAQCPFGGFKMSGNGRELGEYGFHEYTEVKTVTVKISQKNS
* = called active by the depositor; ? = inconclusive; nt = not tested or not shown; [ ] = dose if it differs, or a comment. Unless noted, the call rests on the fitted dose curve; in most records, active means well fitted curve in the direction sought with a large enough effect; inconclusive means small, poorly fitted or top-dose-only effect, or another doubt; inactive means no such curve, though single readings can be large; an effect the other way counts as inactive or inconclusive. Potency means the concentration at half of the fitted maximal effect.

nr	Compound	JMJD2E inh	aGal spleen mod	GAA glycogen mod	SMN2 splice up
1	Cc1cc(F)ccc1S(=O)(=O)Nc1ccccc1C(=O)Nc1ccccc1-c1nc2ccccc2[nH]1	?	-4.9%	-0.6%	-92.7%[inhibitor]
2	O=C(NC1CCCc2ccccc21)C1CCN(S(=O)(=O)c2cccc3nonc23)CC1 (stereo unspecified)	-1.3%	-2.5%	0.0%	23.3%
3	CCOc1ccc2[nH]c(=O)c(CN(CCN3CCOCC3)Cc3nnnn3C(C)(C)CC)cc2c1	?	-6.5%	6.3%	-3.1%
4	Cc1cccc(OCC(=O)NNC(=O)Nc2cccc(Cl)c2)c1C	0.1%	-1.9%	1.5%	-4.1%
5	CCOC(=O)CN1C(=O)N[C@@H](c2cccc(C(F)(F)F)c2)[C@H](C(C)=O)[C@H]1C	1.0%[11.4 µM]	-11.2%[17.5 µM]	nt	-0.8%[9.22 µM]
6	CCN(CC)C(=O)CSc1nc2c(c(-c3cccnc3)c1C#N)CCCC2	0.2%	-5.6%	-14.1%	-13.6%
7	CCOc1ccc(N(CC)S(=O)(=O)c2ccc3c(c2)oc(=O)n3C)cc1	8.7%	-3.5%	-9.8%	10.9%
8	CNC1(c2nnnn2-c2c(C)cccc2C)CCOC(C)(C)C1 (stereo unspecified)	4.5%	0.2%	4.4%	nt

nr	GAA inh	GAA spleen mod	GoLoco inh red	ALDH1A1 inh
1	-0.3%	-3.6%	-2.0%	?
2	-1.2%	-4.9%	10.1%	31.6µM*
3	3.4%	-6.7%	2.3%	?
4	4.2%	-4.6%	2.7%	1.4%
5	nt	-8.2%[17.4 µM]	5.8%[14.2 µM]	23.1%[13.5 µM]
6	9.9%	-18.6%	6.2%	-7.5%
7	-5.7%	0.8%	3.5%	1.5%
8	nt	2.3%	-0.7%	nt

Following part:
nr	Compound	JMJD2E inh	aGal spleen mod	GAA glycogen mod	SMN2 splice up
9	Cc1cc(C)cc(N2C(=O)C3NN=C(C(=O)OCc4ccccc4)C3C2=O)c1 (stereo unspecified)	11.4%	2.2%	-3.0%	3.5%
10	CCC(NC(=O)c1cccc(Cn2nc(C)c([N+](=O)[O-])c2C)c1)c1ccc(C(C)C)cc1 (stereo unspecified)	-0.7%	-7.4%	0.8%	-1.5%
11	Cc1ccc(C=Nc2ccccc2C(N)=O)o1	2.1%	0.0%	3.1%	11.2µM*
12	COc1ccc(CNC(=O)c2c(C)nc3ccccn23)cc1	?	-5.7%	7.5%	-66.2%[inhibitor]
13	O=C(Nc1ccccc1Cl)N1CCN(C/C=C/c2ccccc2)CC1	5.1%	-0.6%	-16.1%	-12.8%
14	Cc1nc2cc(-c3ccccc3)nn2c(C)c1CCC(=O)NCc1ccco1	?	1.3%	5.8%	-11.6%
15	O=S(=O)(c1ccccc1)N1CCN(c2ncnc3sc(-c4ccccc4)cc23)CC1	?	0.5%	7.3%	-43.2%[inhibitor]
16	COC(=O)c1ccccc1NC(=O)C1CCN(C(=O)c2ccc(OC)cc2)CC1	?	-15.4%	-3.4%	-6.0%

nr	GAA inh	GAA spleen mod	GoLoco inh red	ALDH1A1 inh
9	2.8%	2.0%	-10.5%	4.4%
10	-6.3%	-23.8%	5.4%	-3.8%
11	6.7%	1.8%	-0.3%	?
12	3.2%	0.3%	3.4%	-0.9%
13	1.5%	-2.4%	28.3%	10.3%
14	-1.5%	1.2%	8.6%	?
15	-3.2%	4.1%	-11.7%	?
16	-0.1%	-10.0%	6.0%	4.5%

(cont.)
nr	Compound	JMJD2E inh	aGal spleen mod	GAA glycogen mod	SMN2 splice up
17	C/C=C\C=C/C(=O)Nc1cccc(C2=NOC3(C2)C[C@@H](C(N)=O)N(C(=O)/C=C/C=C\C)C3)c1 (stereo partly specified)	?	-7.1%	4.7%	nt
18	O=c1c(C(c2ccc(F)cc2)c2c(O)nc3n(c2=O)CCS3)c(O)nc2n1CCS2	-9.1%	-6.1%	2.7%	nt
19	C[C@@H]1C(c2ccccc2)=NN(c2ccccc2)[C@H]1C(=O)N1CCOC1=O	nt	9.7%[119 µM]	nt	nt
20	O=C(NCc1cccs1)C1CCN(S(=O)(=O)c2ccc(Br)s2)CC1	-7.0%	13.1%	-4.9%	-5.9%
21	Cc1nc2c([nH]1)C1(CCN(Cc3ccccc3)CC1)C(C#N)=C(N)O2	?	7.7%	-20.7%	10.4%
22	CCC(=O)Nc1ccc(F)c(Cl)c1	1.7%	-1.5%	1.3%	-14.0%
23	COc1ccc(C(=O)CSc2nnc(-c3ccco3)c(-c3ccco3)n2)cc1	?	-7.0%	?	-9.0%
24	O=C(NCc1ccco1)c1n[nH]c(=O)c2ccccc12	6.7%	-6.9%	10.5%	-17.4%

nr	GAA inh	GAA spleen mod	GoLoco inh red	ALDH1A1 inh
17	nt	-4.0%	-11.2%	nt
18	nt	-13.2%	-8.8%	nt
19	nt	-0.3%[119 µM]	2.2%[88.7 µM]	?
20	-10.7%	2.8%	3.6%	-2.9%
21	4.3%	1.0%	2.5%	?
22	-2.1%	-5.4%	-2.9%	3.7%
23	8.4%	-6.9%	-7.1%	3.98µM*
24	-2.6%	-4.4%	-5.6%	7.6%

New compounds follow:
nr	Compound	JMJD2E inh	aGal spleen mod	GAA glycogen mod	SMN2 splice up
25	CCCCCC(CC(=O)O)C(=O)O (stereo unspecified)	-0.7%	2.8%	nt	9.7%
26	O=C(NCCc1ccccc1)c1nc2c(nnn2Cc2ccccc2Cl)c(=O)[nH]1	2.5%	10.8%	6.1%	-14.1%
27	O=C(COC(=O)CCC(=O)c1cccs1)NCc1ccco1	0.9%	-1.9%	-3.8%	8.4%
28	COc1ccc(CCCc2nnc(SCC(=O)Nc3nccs3)n2C)cc1C	4.4%	-0.9%	1.0%	-23.4%
29	O=C(CCc1ccccc1)NC(=S)NCc1ccco1	1.1%	2.1%	-11.5%	13.9%
30	CCN(CC)c1cc(Oc2ccccc2)ncn1	4.0%	-3.0%	5.6%	?
31	O=c1[nH]c2ccc(NC(=S)Nc3ccccc3Cl)cc2[nH]1	4.3%	-1.8%	-9.5%	-17.6%

nr	GAA inh	GAA spleen mod	GoLoco inh red	ALDH1A1 inh
25	nt	7.0%	-2.2%	-2.6%
26	-4.7%	-0.1%	6.7%	12.4%
27	-9.3%	-1.5%	-6.4%	-12.9%
28	-0.1%	-4.9%	0.4%	7.4%
29	-23.3%	2.4%	3.0%	?
30	-8.1%	-1.4%	-0.7%	0.2%
31	-4.7%	4.1%	5.5%	6.31µM*

By substructure, the compounds so far with an NH in an aromatic ring (6)
nr	Compound	JMJD2E inh	aGal spleen mod	GAA glycogen mod	SMN2 splice up
1	Cc1cc(F)ccc1S(=O)(=O)Nc1ccccc1C(=O)Nc1ccccc1-c1nc2ccccc2[nH]1	?	-4.9%	-0.6%	-92.7%[inhibitor]
3	CCOc1ccc2[nH]c(=O)c(CN(CCN3CCOCC3)Cc3nnnn3C(C)(C)CC)cc2c1	?	-6.5%	6.3%	-3.1%
21	Cc1nc2c([nH]1)C1(CCN(Cc3ccccc3)CC1)C(C#N)=C(N)O2	?	7.7%	-20.7%	10.4%
24	O=C(NCc1ccco1)c1n[nH]c(=O)c2ccccc12	6.7%	-6.9%	10.5%	-17.4%
26	O=C(NCCc1ccccc1)c1nc2c(nnn2Cc2ccccc2Cl)c(=O)[nH]1	2.5%	10.8%	6.1%	-14.1%
31	O=c1[nH]c2ccc(NC(=S)Nc3ccccc3Cl)cc2[nH]1	4.3%	-1.8%	-9.5%	-17.6%

nr	GAA inh	GAA spleen mod	GoLoco inh red	ALDH1A1 inh
1	-0.3%	-3.6%	-2.0%	?
3	3.4%	-6.7%	2.3%	?
21	4.3%	1.0%	2.5%	?
24	-2.6%	-4.4%	-5.6%	7.6%
26	-4.7%	-0.1%	6.7%	12.4%
31	-4.7%	4.1%	5.5%	6.31µM*

The list is partial; count on the stated rates, not on these rows.
